# OXTR agonist: human OXTR agonists, primary screen, fluorescence, CHO-OTR cells, Fluo-8 calcium; Fluo-8 calcium fluorescence; normalized: DMSO 0%, oxytocin 100%; 320,000 compounds, 0.32% hits; activation, % at 3 µM;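 active = activation above the mean of all tested compounds plus 3 SD, cutoff set per screening run, cut at about 20% in these data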;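 also: peak over basal fluorescence ratio from a 100 s FLIPR kinetic read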
# TAAR1 ag: human TAAR1 agonists, primary screen, Fluo-8 calcium fluorescence, CHO RD-HGA16 cells; vehicle wells 0%, saturating PEA agonist 100%; activation, % at 3 µM; 360,000 compounds, 0.99% hits; AID 624467, 2012;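 active = activation above the mean activation of all test compounds in the run plus 3 SD, cut at about 38% in these data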
#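 Signal – calcium-sensitive Fluo-8 signal, excitation 470-495, emission 515-575 nm · System – RD-HGA16 (CHO) cells co-expressing Gα16 and hTAAR1 · Incubation – 17-24 h seeding, 75 min 37 °C dye, 30 min RT · Compound dosing – 3 µM single concentration · Repeats – no replicates (n 1)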
# TAAR1 antag: human TAAR1 antagonists, primary screen, Fluo-8 calcium fluorescence, CHO RD-HGA16 cells; antagonist; 360,000 compounds, 1.5% hits; inhibition, % at 3 µM; Trace amine-associated receptor 1 (Homo sapiens), Q96RJ0;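 active = inhibition above a per-plate cutoff, the mean inhibition of test compounds on that plate plus 3 SD, cut at about 49% in these data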;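 also: 0% = DMSO plus EC80 beta-PEA response and 100% = DMSO alone without agonist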
#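 test system = CHO RD-HGA16 cells bearing hTAAR1 | replication = singlicate | controls = DMSO-only wells and EC80 β-PEA-stimulated wells | reagent = EC80 β-phenethylamine stimulus | read-out basis = percent inhibition of PEA-evoked calcium signal, max/basal emission ratio | schedule = seeding 17-24 h prior, 75-min 37 °C, 30-min RT dye loading | signal = kinetic Fluo-8 calcium fluorescence measurement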
# OXTR potentiator: human OXTR potentiators, primary screen, fluorescence, CHO-OTR cells, Fluo-8 calcium. Fluo-8 calcium fluorescence, potentiator mode; 0% = oxytocin EC15, 100% = EC100. activation, % at 3 µM. 320,000 compounds, 0.061% hits. AID 2445, 2010. Oxytocin receptor (Homo sapiens), P30559;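 active = activation above that plate's cutoff, the mean activation of tested compounds plus 3 SD, cut at about 6.6% in these data, passing the limit was not always enough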;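 also: 100% uses oxytocin at 75 nM as the full agonist control; some results filed as inactive read as strong as hits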
#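 assay system = CHO-OTR cells, human receptor | schedule = compound 6 min at room temperature before oxytocin, 100 s read | detection = Fluo-8 intracellular calcium fluorescence, ex 470-495, em 515-575 nm | evaluation = normalized max/min fluorescence ratio, % activation | control set = EC15 oxytocin alone as 0%, 75 nM oxytocin (EC100) as 100%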
# CHRM1 agonist: human M1 muscarinic receptor agonists, primary screen, Fluo-8 calcium fluorescence, CHO-K1 cells, HTS; activation, % at 3 µM; CHO-K1 hM1, agonist mode; 0% DMSO, 100% acetylcholine EC100; Muscarinic acetylcholine receptor M1 (Homo sapiens), P11229; 360,000 compounds, 0.33% hits;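 active = activation above the run's mean compound activation plus 3 SD, cut at about 16% in these data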;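 also: peak over basal fluorescence ratio within a 140 s kinetic read after compound addition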
# Target sequence (P11229 whole entry, looked up): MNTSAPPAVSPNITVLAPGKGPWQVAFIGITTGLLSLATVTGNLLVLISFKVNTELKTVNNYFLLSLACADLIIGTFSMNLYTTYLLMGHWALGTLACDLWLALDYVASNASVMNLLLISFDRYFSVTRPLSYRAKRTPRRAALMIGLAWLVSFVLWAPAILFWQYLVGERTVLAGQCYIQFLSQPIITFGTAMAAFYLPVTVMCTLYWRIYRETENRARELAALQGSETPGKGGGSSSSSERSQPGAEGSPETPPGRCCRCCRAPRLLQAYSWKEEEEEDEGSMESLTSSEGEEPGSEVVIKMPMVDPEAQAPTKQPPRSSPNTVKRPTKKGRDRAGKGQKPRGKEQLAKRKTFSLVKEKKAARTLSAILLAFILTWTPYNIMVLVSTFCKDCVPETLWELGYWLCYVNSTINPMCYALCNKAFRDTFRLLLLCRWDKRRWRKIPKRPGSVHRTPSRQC
# CHO parental Ca: ATP-evoked calcium signal inhibitors, parental CHO, primary screen, counter-screen for OX1R antagonist project, cell-based, fluorescence, Fluo-8 calcium dye; parental CHO-K1, ATP-induced calcium, Fluo-8 fluorescence; inhibition, % at 5.6 µM; 330,000 compounds, 0.63% hits; AID 463079, 2010;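 active = inhibition above that plate's mean sample inhibition plus 3 SD, cut at about 26% in these data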;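 also: 0% = ATP-challenged DMSO wells and 100% = DMSO wells without ATP; some compounds past the cut are filed as inactive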
#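 Material – parental CHO cells · Reagent – ATP stimulus · Compound – single nominal dose of 5.6 µM per compound · Detection – Fluo-8 fluorescence · Read-out basis – percent inhibition of calcium signal · Controls – ATP-challenged DMSO wells low, unchallenged DMSO wells high · Repeats – no replicates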
# CHRM1 PAM: human M1 muscarinic receptor positive allosteric modulators, primary screen, CHO-K1 cells, Fluo-8 calcium fluorescence, 1536-well. CHO-K1 hM1, ACh EC20; 0% = ACh EC20, 100% = maximal ACh. 360,000 compounds, 0.088% hits. AID 588819, 2011. activation, % at 3 µM. Muscarinic acetylcholine receptor M1 (Homo sapiens), P11229; in the data active = activation above about 19%, passing the limit was not always enough
# M1 antag: human M1 muscarinic receptor antagonists, primary screen, CHO-K1 cells, Fluo-8 calcium fluorescence, 1536-well; AID 588852, 2011; inhibition, % at 3 µM; 360,000 compounds, 1.3% hits; Muscarinic acetylcholine receptor M1 (Homo sapiens), P11229; CHO-K1 hM1, ACh EC80 antagonist;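 active = percent inhibition above its own plate's cutoff, namely the mean of that plate's compound wells plus 3 SD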;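 also: peak over basal fluorescence ratio during 140 s after agonist addition; 0% = ACh EC80 plus DMSO and 100% = DMSO alone without agonist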
# V1R ag counter: agonists of human V1a receptor, primary screen, counter-screen for OXTR agonist project, fluorescence, CHO-V1R cells; Vasopressin V1a receptor (Homo sapiens), P37288; Fluo-8 calcium fluorescence, agonist mode; 0% DMSO, 100% 3 nM vasopressin; activation, % at 3 µM; 320,000 compounds, 0.25% hits; AID 2797, 2010;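 active = activation above the mean activation of all tested compounds plus 3 SD, per screening run, cut at about 20% in these data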;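 also: signal is peak over basal fluorescence ratio across a 100 second FLIPR read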
# Target sequence (P37288 whole entry, looked up): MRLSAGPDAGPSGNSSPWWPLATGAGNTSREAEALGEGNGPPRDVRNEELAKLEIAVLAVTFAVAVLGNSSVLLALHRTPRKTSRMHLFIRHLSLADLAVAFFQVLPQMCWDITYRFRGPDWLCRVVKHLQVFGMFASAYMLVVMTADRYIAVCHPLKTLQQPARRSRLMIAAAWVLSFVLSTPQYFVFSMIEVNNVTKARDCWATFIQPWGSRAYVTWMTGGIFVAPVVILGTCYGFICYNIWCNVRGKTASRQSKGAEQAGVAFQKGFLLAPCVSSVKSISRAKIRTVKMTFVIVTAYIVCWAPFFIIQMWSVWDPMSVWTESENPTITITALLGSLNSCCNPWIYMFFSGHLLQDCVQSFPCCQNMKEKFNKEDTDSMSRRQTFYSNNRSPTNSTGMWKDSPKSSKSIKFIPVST
# * = called active by the depositor; . = no result given.
SMILES	OXTR agonist	TAAR1 ag	TAAR1 antag	OXTR potentiator	CHRM1 agonist	CHO parental Ca	CHRM1 PAM	M1 antag	V1R ag counter
Cc1nn(CC(=O)N2CCC(C)CC2)c(=O)c2cccn12	0.3	1	0	-3	0	-14	6	3	0.8
C#CCn1cc(/C=N/Nc2nc3ccccc3[nH]2)c2ccccc21	1.9	5	17	-6	-3	-4	-3	4	3.9
C[C@]12CCC3c4ccc(OCC(=O)O)cc4CCC3C1CCC2=O (some centres not stated)	3.2	1	9	-10	-4	-5	12	-16	1.5
CC(=O)Nc1ccc(S(=O)(=O)N(C)CC(=O)NC2=NCCS2)cc1	-0.2	1	4	-2	-4	-5	-3	-33	0.3
COc1cc(NC(=O)CCNS(=O)(=O)c2cc(Br)cnc2N)cc(OC)c1	0.0	1	12	-9	-2	-7	-4	14	1.0
COc1ccc(/C(N)=N/OC(=O)Cc2ccc(C)cc2)cc1	-1.2	7	-13	-1	-9	-12	-1	3	-0.6
O=C(NCc1ccco1)c1cc(-c2ccncc2)nc2ccccc12	1.4	7	21	-9	-2	-9	-3	3	-0.1
CC1=NN(c2nc(-c3ccc(Cl)cc3)cs2)C(=O)C1	-1.3	8	1	-16	-1	-2	8	-13	-0.8
Cn1nc([N+](=O)[O-])nc1S(C)(=O)=O	.	8	-3	.	-6	.	8	-6	.
COCCCNC(=O)C1CCC(CNS(=O)(=O)c2ccc3c(c2)CC(C)N3C(=O)C2CC2)CC1 (configuration not stated)	0.6	1	-21	-8	-4	-6	6	-11	1.3

# Record cards (already shown). Order of screens: OXTR agonist, TAAR1 ag, TAAR1 antag, OXTR potentiator, CHRM1 agonist, CHO parental Ca, CHRM1 PAM, M1 antag, V1R ag counter
# Cn1nc([N+](=O)[O-])nc1S(C)(=O)=O reads ., 8, -3, ., -6, ., 8, -6, .
# CC(=O)Nc1ccc(S(=O)(=O)N(C)CC(=O)NC2=NCCS2)cc1 reads -0.2, 1, 4, -2, -4, -5, -3, -33, 0.3

# New compounds follow:
SMILES	OXTR agonist	TAAR1 ag	TAAR1 antag	OXTR potentiator	CHRM1 agonist	CHO parental Ca	CHRM1 PAM	M1 antag	V1R ag counter
CN(C)c1ccc(NC(=O)c2cn(-c3ccccc3)nc2-c2cccs2)cc1	-2.7	3	18	-12	-5	-5	8	-3	-0.8
CC(C)(CNc1ccc(S(=O)(=O)C(F)(F)F)cc1[N+](=O)[O-])N1CCOCC1	2.3	5	-1	-4	-2	-2	-6	17	11
FC(F)(F)c1cccc(NC(=S)N2CCN(c3cccc(C(F)(F)F)c3)CC2)c1	1.6	5	32	-13	-4	69*	-15	38*	5.3
COc1cccc(/C=C2\SC(=S)N(CCC(=O)NCCc3ccc(O)cc3)C2=O)c1	9.7	4	39	-14	5	10	-9	21	9.5
O=C(O)c1ccc2c(c1)C(=O)N(c1ccc([N+](=O)[O-])cn1)C2=O	1.5	0	-1	-1	-2	-5	17	-27	1.4
O=C(NCc1ccccc1)c1noc2c1CCCC2	-1.4	10	4	5	-8	-10	4	0	0.1
O=C(COC(=O)c1ccc(F)cc1F)Nc1ncccn1	0.0	0	-6	-3	-3	-12	10	-21	1.2
COc1ccc(NC(=O)NCc2ccc3c(c2)OCO3)cc1OC	-0.6	0	4	-6	-2	-19	4	-3	1.6
CCC(Oc1ccccc1)C(=O)Nc1ccccc1N1CCCC1 (configuration not stated)	-2.6	-1	-36	-1	-6	-26	2	-12	-2.0
Cc1cc(C(=O)OCC(=O)N2CCC(C)CC2)c2ccccc2n1	2.5	0	3	-8	-2	-6	-7	18	5.1
O=C(Nc1ccc(C(=O)N2CCC(N3CCCC3)CC2)cc1)c1ccc(Br)o1	0.5	.	.	-4	-11	-4	1	4	0.4
O=C(CSc1ccc(-c2ccccn2)nn1)NC1CCCCC1	-1.6	0	-8	-5	-6	-11	9	-4	-0.7
O=C(Cc1cccs1)NCCc1cn2ccccc2n1	0.4	1	-27	-3	-8	-10	1	-7	-0.6
Cn1ncc([N+](=O)[O-])c1C(=O)Nc1ccc(C2CCCCC2)cc1	-2.4	-3	6	-26	-12	-9	-17	2	0.1
CCOC(=O)C1=NN(c2ccccc2)C(=O)/C1=C\c1ccc(N(C)C)cc1	0.4	8	-9	-7	-4	-11	-2	-1	3.2
CC(C)NC(=O)N(C)C[C@@H]1Oc2cc(Br)ccc2S(=O)(=O)N([C@@H](C)CO)C[C@H]1C	.	0	13	.	-3	.	0	-8	.
Cc1ccc(SC[C@H](C)CN2CC[C@H](C(C)(C)C)CCC2=O)cc1	-2.5	7	4	-2	-7	-24	-4	3	-1.7
Cc1cc(S(=O)(=O)N2CCCC2)ccc1OCC(=O)N1CCCCC1	0.1	1	-1	-6	-3	9	-3	2	0.3
CC(C)(CCl)C(=O)Nc1ccc(OC(F)(F)F)cc1	-2.0	11	11	-9	-12	-6	12	-6	-1.2
Cc1cccc(C(=O)NC(=S)Nc2ccc(S(=O)(=O)N3CCN(C)CC3)cc2)c1	4.8	9	-7	-9	-5	-24	-5	9	4.2
O=C(N/N=C1/CC2C=CCC12)c1ccc(Br)o1 (configuration not stated)	0.0	0	5	-6	-4	-14	-4	9	-0.4
CCNC(=S)N/N=C/c1ccc(OCC(=O)Nc2ccc(C)cc2)cc1	1.0	.	.	-11	-5	-17	-8	3	2.0
CC(C)S(=O)(=O)c1cnc(N2CCOCC2)nc1N	0.7	9	-14	-6	-2	0	-1	6	1.3
CCc1nnc(NC(=O)OCc2ccccc2)s1	-0.9	14	-3	-1	-4	-6	6	-25	-0.4
Cc1cc(C)c2c(N)c(C(=O)NN3CC(=O)N(c4ccccc4)CC3=O)sc2n1	-1.2	2	-13	-7	-3	1	2	1	-1.4
Cc1ccc(S(=O)(=O)N2C[C@@H]3[C@H]4CC[C@H](C4)[C@@H]3[C@@H](C)C2CC(=O)c2ccccc2)cc1 (some centres not stated)	.	0	-21	.	-2	-28	0	-1	.
Cc1ccc(NC(=S)NC(NC(=O)C(C)(C)C)C(Cl)(Cl)Cl)c(C)c1 (configuration not stated)	3.7	8	10	-23	2	-20	7	-11	6.5
CCOc1ccccc1C(=O)NCC(=O)NCc1ccc(S(=O)(=O)N2CCOCC2)cc1	0.5	3	-5	0	-5	-8	8	-12	0.8
Cc1cccc(OCC(=O)Nc2ccc3c(c2)nc(CCN2CCN(C)CC2)n3C)c1	-0.8	8	7	-8	-4	3	1	-1	0.9
CC(=O)Nc1ccc(NC(=O)CSc2ccc(-c3cccs3)nn2)cc1	0.1	2	21	-3	-6	0	2	1	0.3
C=C(C)C1CC=C(C)/C(=N/NC(=O)CNc2ccc(OCC)cc2)C1 (configuration not stated)	-1.9	.	.	-9	-5	-24	8	-12	-0.8
CCc1sc(C(=O)Nc2cc(Cl)ccc2N2CCCCC2)cc1C	0.9	5	1	-3	-2	-3	10	-8	0.1
Cc1nn(CC(=O)N(C)C2CCC(C)CC2)c(C)c1S(=O)(=O)N(C)C (configuration not stated)	0.8	7	9	-3	-4	-6	8	-10	1.9
C[N+](C)(C)CCCN1C(=O)CCCC1=O	0.8	1	-11	-19	-1	-14	0	1	1.1
CN1CCN(Cc2c(O)ccc3c(=O)c(Oc4ccccc4Cl)c(C(F)(F)F)oc23)CC1	2.6	3	-3	-1	-3	-12	-2	-2	1.4
CC(=O)Nc1ccc(NC(=O)COC(=O)C2c3ccccc3Oc3ccccc32)cc1	.	5	4	.	-3	.	-4	18	.
COc1ccc(Br)cc1/C=N/NS(=O)(=O)c1ccccc1	.	-2	5	.	-2	.	-1	2	.
Cc1cn(-c2cccnc2)c(C)c1CNC[C@H]1O[C@@H](n2cnc3c(N)ncnc32)[C@H](O)[C@@H]1O	0.2	2	3	-9	0	-3	-2	-1	-0.4
COc1ccc(C)cc1S(=O)(=O)N(C)CC(=O)NCc1ccncc1	1.8	9	-13	-4	-1	-9	13	-8	-0.4
CNC(=S)Nc1ccc2nc(C)c(C)nc2c1	-0.8	4	4	4	-3	5	8	-7	0.5
CCN(CC(=O)Nc1ccc(OC)c(OC)c1)S(=O)(=O)c1ccc(C)cc1	3.9	11	2	-12	-1	-12	3	-2	4.2
N#CC1(NC(=O)COc2cccnc2[N+](=O)[O-])CCCCC1	0.3	10	-11	-5	-6	-3	17	-14	-0.1
O=C(CN1CCN(c2ccccn2)CC1)NC(=O)NC1CCCCC1	0.3	5	-6	-12	-5	-4	-8	9	0.3
O=C(c1ccccc1)c1cnc(-c2ccccc2)s1	-1.7	0	6	-6	-7	-19	-2	4	-0.8
COc1ccc(N2C(=O)c3ccccc3NC2(C)C)cc1	0.1	0	9	-17	-2	8	9	-9	0.7
CCn1c(=S)[nH]c2c(=O)n(C)c(=O)n(C)c21	.	4	-23	.	1	.	19	-23	.
C=CCSc1nnc(NC(=O)CSCc2c(C)noc2C)s1	0.1	6	-15	-7	-6	-6	2	-6	1.3
Cn1cc2ccc(N)cc2n1	.	1	-23	.	-1	.	5	-7	.
O=S(=O)(c1ccc(F)cc1)N1CCC(N2CCCCCC2)CC1	1.4	19	17	-5	-6	-14	-10	4	-0.1
CC(Sc1cccc[n+]1[O-])c1ccccc1 (configuration not stated)	-0.5	1	-16	-18	2	-2	21	-24	0.3
CCOc1ccc(NC(=O)N2CC(C)OC(C)C2)cc1 (configuration not stated)	.	6	-8	.	-5	.	4	-2	.
CCc1cccc(CC)c1NC(=S)N(CCN(C)C)C(C)c1cccnc1 (configuration not stated)	-0.7	1	-24	-15	0	-3	6	-8	0.3
CN1CCN(C(=O)c2ccc3c(c2)N(Cc2cccc(Cl)c2)C(=O)c2ccccc2S3=O)CC1 (configuration not stated)	1.2	2	13	-8	-8	-20	-11	13	-0.3
